# Source: PubChem (National Center for Advancing Translational Sciences (NCATS))
# HP1b chromo inh = blocks HP1-beta chromodomain binding to methylated histone tails | AlphaScreen HP1-beta / biotin-H3K9me3 peptide binding | Potency, µM (highest dose often 114 µM), inactives show at the top dose activity change, negative = inhibition, actives largely listed as inhibitors | 390,000 tested, 0.56% active | AID 540317; also: nearly all actives have a fitted effect of over 70% in size; inactives centre near 23
# Target sequence (P83916 whole entry, looked up): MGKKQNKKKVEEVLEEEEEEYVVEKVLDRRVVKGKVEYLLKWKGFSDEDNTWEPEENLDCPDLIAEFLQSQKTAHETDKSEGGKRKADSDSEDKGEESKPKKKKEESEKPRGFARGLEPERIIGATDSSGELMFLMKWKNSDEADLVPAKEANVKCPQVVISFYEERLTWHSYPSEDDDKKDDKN
#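 Compound inhibition of the preformed complex between 50 nM HP1-beta and 50 nM biotinylated H3K9me3 peptide was read by AlphaScreen. Buffer was PBS pH 7.4 with 0.01% Tween-20. Incubations ran 30 min at room temperature, with 10 ug/mL donor/acceptor beads.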
# rTrxR1 inhibitor = blocks rat thioredoxin reductase 1. O89049. recombinant rTrxR1, NADPH fluorescence consumption, selenite substrate. Potency, µM (titrated, usually from 114 µM), without a hit: top-dose activity change, negative = inhibition, actives largely listed as inhibitors. 390,000 tested, 1% active. AID 588453; also: % is scaled to controls: 0 for no effect and ±100 for the full control effect; nearly all actives have a fitted effect of over 65% in size
#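 Rat TrxR1 (90 nM in the dispensed reagent) was pre-reduced with 400 uM NADPH for 5 min at room temperature, then incubated with compound for 15 min. After 400 uM selenite was added, NADPH fluorescence (Ex 340/Em 450 nm) was followed for 8 min.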
# Pin1 inh = inhibitors of human Pin1 | Potency, µM (top dose mostly 115 µM), for inactives: at the top dose activity, negative = inhibition, most hits filed as inhibitors | Pin1 FP peptide displacement, HiFluor488, 10 min | Q13526 | 390,000 tested, 0.009% active | AID 504891; active = well fitted inhibition curve with a large enough effect in the polarisation, with a control signal flat, not every such curve was filed as active; inconclusive = small, poorly fitted or top-dose-only effect, or effect the other way, or a change in a side signal; inactive = no such curve, though single readings can be large or run the other way; the % refers to the polarisation; also: % is scaled to controls: 0 for no effect and ±100 for the full control effect
# Target sequence (Q13526 whole entry, looked up): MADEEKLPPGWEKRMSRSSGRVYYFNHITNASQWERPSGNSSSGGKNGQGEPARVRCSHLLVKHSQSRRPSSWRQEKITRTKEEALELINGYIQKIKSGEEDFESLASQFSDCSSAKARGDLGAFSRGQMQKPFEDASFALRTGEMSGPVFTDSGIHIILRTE
# PGK inhibitor = T. brucei PGK inhibition; P07378; PGK/GAPDH coupled, Kinase-Glo luminescence, 60 min; Potency, µM (titrated, usually from 57.5 µM), for inactives: at the highest dose activity change, negative = inhibition, actives largely listed as inhibitors; 380,000 tested, 0.043% active; AID 602233; also: % is scaled to controls: 0 for no effect and ±100 for the full control effect; nearly all actives have a fitted effect of over 60% in size
#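 Luminescent ATP detection (Kinase-Glo Plus) follows a 60-minute room-temperature incubation, with wells lacking PGK as controls. Buffer: 100 mM TEA (pH 7.6), 5 mM MgCl2, 0.01% Tween-20. Coupling enzyme GAPDH (100 nM final) supplies unstable 1,3-BPG in-well.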
# ALOX12 inh = blocks human arachidonate 12S-lipoxygenase; 580,000 tested, 1.1% active; Potency, µM (series often up to 108 µM), for the others: top-dose activity change, negative = inhibition, actives largely listed as inhibitors; P18054; purified 12hLO, xylenol orange hydroperoxide absorbance; AID 1671190; also: % is scaled to controls: 0 for no effect and ±100 for the full control effect
#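 Purified human 12hLO (150 nM final) in 25 mM Hepes, 0.01% Triton X-100, pH 7.0 was preincubated 15 min at room temperature with compound. Then 40 uM arachidonic acid was added, 30 min. Hydroperoxide was read by Fe-XO absorbance ratio 573/405 nm.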
# GLS inh = blocks human kidney-isoform glutaminase activity; O94925; GLS enzymatic activity, qHTS titration; Potency, µM (top dose mostly 45.5 µM), inactives show at the highest dose activity change, negative = inhibition, hits mostly inhibitors; 410,000 tested, 0.21% active; also: % is scaled to controls: 0 for no effect and ±100 for the full control effect
#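 Assay buffer: 45 mM KH2PO4 pH 8.2, 0.02% Tween-20. hKGA acts on L-glutamine (1 mM solution added); product glutamate is reported by an oxidase/peroxidase Amplex Red coupling, with fluorescence taken at baseline and 30 min.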
# ERG Ets-DNA blk = ERG Ets/DNA interaction inhibition; P11308; fluorescence polarization, His-ERG Ets domain / labelled DNA; Potency, µM (series often up to 76.9 µM), for the others: top-dose FP activity, negative = inhibition, usual class: inhibitors; 370,000 tested, 0.028% active; active = well fitted inhibition curve with a large enough effect in the polarisation, with a control signal flat; inconclusive = small, poorly fitted or top-dose-only effect, or effect the other way, or a change in a side signal; inactive = no such curve, though single readings can be large or run the other way; the % refers to the polarisation;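 also: polarization taken with two DNA probes labelled with fluorescein and Texas red; % of control where 0% means no effect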
# Target sequence (P11308 whole entry, looked up, the tested form may be a part): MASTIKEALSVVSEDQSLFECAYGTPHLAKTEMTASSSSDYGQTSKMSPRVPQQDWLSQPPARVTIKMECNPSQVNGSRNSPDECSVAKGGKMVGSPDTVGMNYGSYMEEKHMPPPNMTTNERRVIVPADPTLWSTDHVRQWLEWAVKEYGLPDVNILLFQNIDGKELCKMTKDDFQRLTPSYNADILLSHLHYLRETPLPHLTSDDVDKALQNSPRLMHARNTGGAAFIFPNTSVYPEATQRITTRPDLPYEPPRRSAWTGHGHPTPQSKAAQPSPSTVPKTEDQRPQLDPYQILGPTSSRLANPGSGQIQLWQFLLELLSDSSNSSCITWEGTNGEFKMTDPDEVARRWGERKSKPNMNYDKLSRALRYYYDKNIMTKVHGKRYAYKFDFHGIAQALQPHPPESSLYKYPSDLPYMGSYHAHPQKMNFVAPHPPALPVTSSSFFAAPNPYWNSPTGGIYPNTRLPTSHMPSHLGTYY
#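 His-tagged ERG Ets domain (1 uM in the protein solution; 300mM KCl, 50mM Tris-HCl, 1mM EDTA, 1mM DTT, pH 7.5) received compound, then a probe mix of 5 nM fluorescein-DNA and 100nM Texas-615-DNA. Fluorescence polarization was read for both dyes.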
# RGS4 inhibitor = human RGS4 inhibition; Potency, µM (doses to about 114 µM), for inactives: at the highest dose activity change, negative = inhibition, hits mostly inhibitors; AID 504845; 390,000 tested, 0.039% active; Transcreener GDP fluorescence polarization, RGS4-accelerated GTP hydrolysis; P49798; also: % is scaled to controls: 0 for no effect and ±100 for the full control effect; nearly all actives have a fitted effect of over 75% in size; some results filed as inactive show a strong effect at the top dose
# Target sequence (P49798 whole entry, looked up): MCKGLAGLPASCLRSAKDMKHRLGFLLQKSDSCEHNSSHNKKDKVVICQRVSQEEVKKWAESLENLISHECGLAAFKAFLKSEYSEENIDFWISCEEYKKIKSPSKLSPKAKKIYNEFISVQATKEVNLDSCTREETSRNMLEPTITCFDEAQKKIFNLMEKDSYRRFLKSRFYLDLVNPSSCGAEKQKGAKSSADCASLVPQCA
#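 MLSMR compounds (23 nl, pin-transferred) preincubated 10 min at room temperature with a 500nM (2x) first reagent, then RGS4 at 900nM (2x) plus Transcreener GDP mix added; fluorescence polarization (620/688 nm) read before and after 90 min at 30 °C.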
# JMJD2A Tudor = inhibitors of human JMJD2A Tudor domain; 390,000 tested, 4.4% active; AID 504339; AlphaScreen JMJD2A-Tudor / H3K4me3 peptide binding; Potency, µM (titrated, usually from 114 µM), for inactives: top-dose activity change, negative = inhibition, hits mostly inhibitors; O75164; also: % is scaled to controls: 0 for no effect and ±100 for the full control effect; nearly all actives have a fitted effect of over 50% in size
# Numbers without * were called inactive; i = inactive; ? = inconclusive; / = no result given; & = joins results of further samples; [ ] = dose if it differs, or a comment. Unless noted, calls follow the shape of the dose curve; as a rule, active = well fitted curve in the direction sought with a large enough effect; inconclusive = small, poorly fitted or top-dose-only effect, or another doubt; inactive = no such curve, though single readings can be large; an effect the other way counts as inactive or inconclusive. Potency is read from the fitted curve at half-maximal effect. Not all compounds are listed, so the mix of outcomes need not match the whole.
SMILES,HP1b chromo inh,rTrxR1 inhibitor,Pin1 inh,PGK inhibitor,ALOX12 inh,GLS inh,ERG Ets-DNA blk,RGS4 inhibitor,JMJD2A Tudor
Cc1ccc(N2C(=O)NC(=O)/C(=C\c3cc(C)n(-c4sc5c(c4C#N)CCCC5)c3C)C2=O)cc1,-14%,-23%,?,-8%,35µM*,?,8%,?,?
CSCCC(N=Cc1c(O)n(-c2ccc(Br)cc2)c(=O)[nH]c1=O)C(=O)OC(C)(C)C (stereo not given),11%,8%,8%,0%,0%,-1%,7%,-30%,-29%
COc1ccc(CC2(CCc3ccncc3)C(=O)NC(=O)NC2=O)cc1OC,28%,-11%,-1%,7%,-4%,0%,4%,24%,-19%
O=C(Nc1ccc(OC(F)(F)F)cc1)c1cccn(Cc2ccccc2Cl)c1=O,40%[activator][57 µM],16%[57.1 µM],-8%,-5%,-33%,0%,1%,-11%,2%
CCN1C(=O)NC(=O)/C(=C\c2cn(CC(=O)N3CCCCC3C)c3ccccc23)C1=O (stereo not given),58%[activator],20µM*,?,-4%,/,-1%,-11%,-35%,-12%
COC(=O)C1=C(c2ccc(C(C)=O)cc2)C[C@@H]2CC[C@H]1N2C(=O)N1CCC(O)CC1,18%,17%,-13%,2%,12%,-4%,-3%,2%,-18%
CN(CC#CCN1CCCC1)C(=O)c1cccc(Cl)c1,20%,?,10%,-3%,1%,4%,/,-1%,-3%
O=C1NC(=O)C(=Cc2ccccc2OCCOc2ccc([N+](=O)[O-])cc2)C(=O)N1,26%,?,1%,-9%,/,0%,4%,?,89µM*
Cc1ccccc1N1C(=O)NC(=O)/C(=C/c2ccc(N3CCOCC3)o2)C1=O,28%,-46%,?,i,?,-8%,1%,-35%,1%
O=C(Nc1ccc(Oc2ccc(Cl)cc2)c(Cl)c1)c1cc(I)cc(I)c1O,-13%,20%,?,3%,?,-7%&5%,-4%,-23%,79µM*
COC1CC(C)C(OC)c2cc(O)cc(c2O)NC(=O)C(C)=CC=CC(C)C(OC(N)=O)C(C)=CC(C)C1OC (stereo not given),71µM*,?,3%,-1%,-26%,?,7%,?,89µM*
CCOP(=O)(OCC)C(NCc1ccccc1)c1ccc(Br)cc1 (stereo not given),24%,-3%,0%,10%,-22%,-4%,-1%,14%,-1%
CCn1ccnc1CN1CCCC(C(=O)c2ccc(SC)cc2)C1 (stereo not given),-27%,25%[57.1 µM],2%,i,3%,-10%,1%,22%,?
CC(C)C[C@H]1CNC(=S)N1CC1CCN(CC2CCC(C(C)(C)C)CC2)CC1 (stereo not given in full),47%[activator],7%,1%,i,?,-1%,3%,-19%,-31%
CC(C)CCN(N=O)[C@@H](Cc1ccccc1)CN(N=O)[C@@H](Cc1ccccc1)CN(C)N=O,-10%,5%,-10%,2%,12%,-3%,-8%,-31%,?
COc1ccccc1N=Nc1ccc(N)c(C)c1,?,1%[57.1 µM],4%,-4%,12%,-2%,-29%,2%,45µM*
CCN1/C(=C\C=C\C2=[N+](CC)c3ccccc3C2(C)C)C(C)(C)c2ccccc21,?,-1%,?,?,/,?,-161%,-20%,?
CC(=O)c1ccc(OC(=O)N(C)c2ccccc2)cc1,30%,-22%[57.1 µM],0%,-6%,-5%,1%,-1%,-7%,-11%
CCN1CCN(C(=O)COc2ccc3oc4c(c3c2)CCCC4)CC1,29%,17%,4%,i,2%,-4%,15%,1%,-25%
C=C1C(=O)O[C@H]2C[C@@H](C)[C@@H]3C=CC(=O)[C@@]3(C)C[C@H]12,36%,-25%,-4%,-9%,11%,5%,-6%,-5%,-13%
O=C(Cc1ccccc1)N1CCN(Cc2c[nH]c3ccccc23)CC1,34%,-11%,0%,0%,0%,-3%,-2%,-17%,-11%
COC(=O)C1=C(c2ccc(F)cc2OCc2ccccc2)C[C@@H]2CC[C@H]1N2C(=O)NCc1ccc(Br)cc1,38%,10%,0%,-1%,-11%,-1%,3%,23%,-8%
CC(C)c1ccc2oc(-c3ccc(NC(=O)c4cc5ccccc5o4)cc3)nc2c1,36%[activator],23%,2%,-3%,?,-11%,-5%,0%,9%
S=c1[nH]nc(-c2ccccc2)n1C1C=CCCC1 (stereo not given),5%,-17%,2%,-1%,45µM*,?,2%,-23%,3.2µM*
CC12CCC(=O)CC1CCC1C2C(=O)CC2(C)C1CCC2(C)O (stereo not given),1%,17%,-5%,-11%,-13%,-1%,-5%,-10%,-11%
CNC(=O)NC(O)C(Cl)(Cl)Cl (stereo not given),19%,11%,-6%,0%,1%,-2%&4%,-5%,-1%,-10%
CC1(C)C(=O)CC[C@@]2(C)C1=CCC1C2CC[C@]2(C)C(=O)CCC12 (stereo not given in full),21%,8%,1%,-4%,8%,-11%,1%,-8%,-16%
CC(=O)Nc1ccccc1C(=O)OCc1ccc(F)cc1,37%,-6%,-3%,-1%,11%,0%,-3%,2%,27%
C[N+]1(C)[C@@H]2CC(OC(=O)[C@H](CO)c3ccccc3)C[C@H]1[C@@H]1O[C@@H]12 (stereo not given in full),6%&28%,25%&21%,-7%&-3%,-1%&-7%,9%,3%&1%,6%&-15%,19%&-1%,-8%&-11%
CN1CCC(n2nccc2N)CC1,23%,12%,2%,6%,0%,16%,0%,-9%,2%
C[n+]1c2cc(N)ccc2cc2ccc(N)cc21,29%,-6%&-15%,-173%,4%,?,0%&0%&-9%,35µM*,-7%&-39%,?
N#CCSc1nnc(-c2ccc3c(c2)OCO3)o1,-20%,25%[57.1 µM],3%,-1%,-1%,14%,17%,-21%,?
O=C(Cc1ccccc1)NC(Oc1ccccc1Cl)C(Cl)(Cl)Cl (stereo not given),47%[activator],?,-1%,-9%,-11%,7%,-8%,-9%,0%
O=C1CN=C(c2ccc[nH]2)c2cc(Cl)ccc2N1,16%,13%[57.1 µM],-2%,-6%,0%,-4%,-12%,-6%,-17%
COC(=O)C1=C(c2ccc3ccccc3c2)C[C@@H]2CC[C@H]1N2C(=O)NCC1CC1,27%,-2%,6%,-2%,-1%,3%,-4%,3%,-8%
COC(=O)C1=C(c2ccc(OCc3ccccc3)cc2)C[C@@H]2CC[C@H]1N2C(=O)NCc1ccc(N(C)C)cc1,42%[activator],22%,-7%,-2%,21%,11%,-6%,-5%,?
COC(=O)C1=C(c2cccc(C#N)c2)C[C@@H]2CC[C@H]1N2C(=O)NCC1CC1,25%,3%,4%,10%,5%,0%,-5%,22%,-7%
Clc1ccccc1NC1=NCCCS1,19%[57 µM],13%,-2%,0%,17%,1%,-13%,2%,8%
COc1ccc(Br)cc1CNCCc1ccc2c(c1)OCO2,?,10%[57.1 µM],2%,-10%,?,2%,-4%,-4%,25µM*
CCC1CCC(C)N(N=O)C1 (stereo not given),30%,-4%,-8%,i,1%,-2%,-10%,-31%,-7%
CCCNC(=O)c1cnn2c(C)c(Cc3c(C)cc(C)cc3C)c(C)nc12,12%,18%[57.1 µM],-4%,-1%,?,-16%,3%,7%,?
Cc1cc(/C=C2/C(=O)NC(=O)N(c3ccc(Br)cc3)C2=O)c(C)n1C,9%,7%[57.1 µM],?,-1%,227%[activator],3%,0%,-22%,-12%
ClC1=C(Cl)C(Cl)=C(Cl)C1=C/C=C/c1ccccc1,6.3µM*,-1%[57.1 µM],?,3%,?,-7%,-2%,-38%[56.9 µM],5.6µM*
CN(C)CC/C=C1\c2ccccc2Sc2ccc(Cl)cc21,-10%,27%,-4%,-7%,-27%,9%&1%,5%,10%,?
O=C(C1CCN(S(=O)(=O)c2ccc(Br)s2)CC1)N1CCN(c2ccccc2)CC1,?,11%&8%,3%&15%,1%&-6%,?,13%&-9%,-10%&4%,5%&-13%,-28%&-11%
O=C1NC(=O)C(CCc2ccncc2)(C2CCCCC2)C(=O)N1,32%,-2%,-13%,-9%,0%,-2%,1%,3%,-20%
O=C1NC(=O)C(=Cc2ccc(N3CCN(C(=O)c4ccccc4)CC3)c([N+](=O)[O-])c2)C(=O)N1,?,10µM*,1%,-4%,?,0%,-4%,?,40µM*
CN1CC[C@@]2(C)c3cc(O)ccc3N(C)C2O1 (stereo not given in full),-16%,-8%,?,-8%,/,2%,/,-28%,-21%&-18%
O=C(COc1ccccc1Cl)Nc1ccc2nc(SCC(=O)N3CCCC3)sc2c1,36%[activator],26%,43%[activator],6%,-19%,-13%,-3%,-13%,-13%

# Random excerpt: 3 entries already listed
SMILES,HP1b chromo inh,rTrxR1 inhibitor,Pin1 inh,PGK inhibitor,ALOX12 inh,GLS inh,ERG Ets-DNA blk,RGS4 inhibitor,JMJD2A Tudor
COC(=O)C1=C(c2cccc(C#N)c2)C[C@@H]2CC[C@H]1N2C(=O)NCC1CC1,25%,3%,4%,10%,5%,0%,-5%,22%,-7%
O=C1NC(=O)C(CCc2ccncc2)(C2CCCCC2)C(=O)N1,32%,-2%,-13%,-9%,0%,-2%,1%,3%,-20%
O=C(C1CCN(S(=O)(=O)c2ccc(Br)s2)CC1)N1CCN(c2ccccc2)CC1,?,11%&8%,3%&15%,1%&-6%,?,13%&-9%,-10%&4%,5%&-13%,-28%&-11%
